Source: PubChem
TAAR1 ag: human TAAR1 agonism; CHO RD-HGA16 TAAR1, Fluo-8 calcium fluorescence; vehicle wells 0%, saturating PEA agonist 100%; Q96RJ0; 360,000 compounds, 0.99% hits; activation, % at 3 µM;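 active means activation above the mean activation of all test compounds in the run plus 3 SD, cut at about 38% in these data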
Target sequence (Q96RJ0 whole entry, looked up): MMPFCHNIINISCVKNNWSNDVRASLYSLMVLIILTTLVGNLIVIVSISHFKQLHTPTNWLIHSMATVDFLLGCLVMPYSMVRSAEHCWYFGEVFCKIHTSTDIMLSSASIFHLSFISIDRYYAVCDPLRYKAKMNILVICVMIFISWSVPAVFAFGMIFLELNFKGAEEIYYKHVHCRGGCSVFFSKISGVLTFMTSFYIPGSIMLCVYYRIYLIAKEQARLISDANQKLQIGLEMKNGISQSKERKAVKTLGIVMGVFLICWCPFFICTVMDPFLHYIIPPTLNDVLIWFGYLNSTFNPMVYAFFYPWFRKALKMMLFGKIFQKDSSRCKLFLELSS
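Signal – calcium-sensitive Fluo-8 signal, excitation 470-495, emission 515-575 nm · System – RD-HGA16 (CHO) cells co-expressing Gα16 and hTAAR1 · Incubation – 17-24 h seeding, 75 min 37 °C dye, 30 min RT · Compound dosing – 3 µM single concentration · Repeats – no replicates (n 1)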
CHO parental Ca: counter-screen for OX1R antagonists: effect in parental CHO cells. parental CHO-K1, ATP-induced calcium, Fluo-8 fluorescence. inhibition, % at 5.6 µM. 330,000 compounds, 0.63% hits. AID 463079;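 active means inhibition above that plate's mean sample inhibition plus 3 SD, cut at about 26% in these data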;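 further: 0% = ATP-challenged DMSO wells and 100% = DMSO wells without ATP; some compounds past the cut are filed as inactive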
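Test system: untransfected parental CHO cell line. Compound: one dose, 5.6 µM nominal. Detection: intracellular calcium via Fluo-8 no-wash fluorescent dye. Measure: % inhibition. Benchmarks: ATP-challenged DMSO wells low, unchallenged DMSO wells high.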
V1aR counter: activates human V1a receptor in oxytocin agonist counter-screen. AID 2797. activation, % at 3 µM. CHO-V1R cells, Fluo-8 calcium fluorescence, agonist mode; 0% DMSO, 100% 3 nM vasopressin. 320,000 compounds, 0.25% hits;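 active means activation above the mean activation of all tested compounds plus 3 SD, per screening run, cut at about 20% in these data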;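 further: signal is peak over basal fluorescence ratio across a 100 second FLIPR read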
Target sequence (P37288 whole entry, looked up): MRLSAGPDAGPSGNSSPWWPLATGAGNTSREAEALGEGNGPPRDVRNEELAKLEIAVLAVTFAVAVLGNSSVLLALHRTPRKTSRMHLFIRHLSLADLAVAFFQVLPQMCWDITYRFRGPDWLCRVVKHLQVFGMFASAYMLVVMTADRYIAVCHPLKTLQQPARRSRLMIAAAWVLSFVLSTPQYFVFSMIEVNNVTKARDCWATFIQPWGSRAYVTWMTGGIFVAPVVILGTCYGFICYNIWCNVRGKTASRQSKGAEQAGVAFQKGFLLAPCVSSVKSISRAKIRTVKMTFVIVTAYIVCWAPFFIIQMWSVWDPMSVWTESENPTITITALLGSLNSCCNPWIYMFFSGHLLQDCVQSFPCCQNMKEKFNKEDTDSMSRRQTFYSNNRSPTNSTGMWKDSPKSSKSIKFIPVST
OXTR ag: agonists of human oxytocin receptor. CHO-OTR cells, Fluo-8 calcium fluorescence; normalized: DMSO 0%, oxytocin 100%. 320,000 compounds, 0.32% hits. activation, % at 3 µM;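 active means activation above the mean of all tested compounds plus 3 SD, cutoff set per screening run, cut at about 20% in these data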;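 further: peak over basal fluorescence ratio from a 100 s FLIPR kinetic read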
TAAR1 antagonist: human TAAR1 antagonism | 360,000 compounds, 1.5% hits | inhibition, % at 3 µM | CHO RD-HGA16 TAAR1, Fluo-8 calcium fluorescence, antagonist | Q96RJ0;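 active means inhibition above a per-plate cutoff, the mean inhibition of test compounds on that plate plus 3 SD, cut at about 49% in these data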;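 further: 0% = DMSO plus EC80 beta-PEA response and 100% = DMSO alone without agonist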
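Test system: hTAAR1-expressing CHO RD-HGA16 cells, Gα16-coupled; Probe or stimulus: EC80 β-phenethylamine stimulus; Compound dosing: single nominal final test compound concentration of 3 µM; Timing: 140 s kinetic read after compound, 140 s after agonist; Signal: Fluo-8 calcium-sensitive fluorescence; Measure: % inhibition of agonist calcium response; Controls: DMSO and EC80 PEA controls.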
M1 PAM: positive allosteric modulators of human M1 muscarinic receptor; AID 588819; CHO-K1 hM1, Fluo-8 calcium fluorescence, ACh EC20; 0% = ACh EC20, 100% = maximal ACh; activation, % at 3 µM; 360,000 compounds, 0.088% hits; in the data active means activation above about 19%, passing the limit was not always enough
M1 antag: antagonists of human M1 muscarinic receptor; 360,000 compounds, 1.3% hits; CHO-K1 hM1, Fluo-8 calcium fluorescence, ACh EC80 antagonist; inhibition, % at 3 µM; P11229; AID 588852;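 active means percent inhibition above its own plate's cutoff, namely the mean of that plate's compound wells plus 3 SD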;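 further: peak over basal fluorescence ratio during 140 s after agonist addition; 0% = ACh EC80 plus DMSO and 100% = DMSO alone without agonist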
OXTR potentiator: potentiates the human oxytocin receptor response. activation, % at 3 µM. 320,000 compounds, 0.061% hits. AID 2445. P30559. CHO-OTR cells, Fluo-8 calcium fluorescence, potentiator mode; 0% = oxytocin EC15, 100% = EC100;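 active means activation above that plate's cutoff, the mean activation of tested compounds plus 3 SD, cut at about 6.6% in these data, passing the limit was not always enough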;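 further: 100% uses oxytocin at 75 nM as the full agonist control; some results filed as inactive read as strong as hits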
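Material: CHO-OTR cells, human receptor; compound dosing: single dose, 3.0 µM nominal final compound concentration; schedule: 6 min compound pre-incubation at room temperature, 100 s kinetic read; measured by: kinetic Fluo-8 calcium fluorescence; read-out basis: % activation vs EC15 and EC100 oxytocin; controls: EC15 oxytocin alone as 0%, 75 nM oxytocin as 100%; replicates: singlicate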
CHRM1 agonist: agonists of human M1 muscarinic receptor; activation, % at 3 µM; CHO-K1 hM1, Fluo-8 calcium fluorescence, agonist mode; 0% DMSO, 100% acetylcholine EC100; AID 588814; P11229; 360,000 compounds, 0.33% hits;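 active means activation above the run's mean compound activation plus 3 SD, cut at about 16% in these data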;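 further: peak over basal fluorescence ratio within a 140 s kinetic read after compound addition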
* marks the source's active call; other numbers are inactive results; · = no result given.

(1) Cc1ccc(C(=O)Nc2cccc3ccccc23)o1
(2) Cc1ccc(C(=O)Nc2ccc(S(=O)(=O)N3CCOCC3)cc2)cc1Br
(3) Cc1ccc(-n2nc(C)c3c(-c4cccs4)c(C#N)c(N)nc32)cc1
(4) N#Cc1cc(C(=O)c2cc(Cl)ccc2O)cn(-c2ccccc2)c1=O
(5) O=S(=O)(NCCCN1CCOCC1)c1ccc(F)c(Cl)c1
(6) Cn1c(=O)c2c(nc(NCc3cccnc3)n2Cc2ccc(Cl)cc2)n(C)c1=O
(7) O=C(NCc1ccco1)c1ccc(S(=O)(=O)N2CCCc3ccccc32)cc1
(8) CC1Cc2ccccc2N1C(=O)CSc1nnnn1C1CCCC1 (stereo not given)
(9) O=C(CS(=O)CC(=O)N(CC(=O)NC1CCCC1)C1CCCCC1)Nc1ccc(F)cc1 (stereo not given)
(10) O=C(C1CC1)N1CCc2cc(Br)cc(S(=O)(=O)NCc3ccc4c(c3)OCO4)c21
compound no.	1	2	3	4	5	6	7	8	9	10
TAAR1 ag	1	1	9	0	3	1	5	1	19	5
CHO parental Ca	3	-35	-24	-14	-6	-12	-2	-15	-5	-21
V1aR counter	1.4	0.7	1.3	6.1	0.1	0.8	2.8	0.0	0.3	3.0
OXTR ag	-0.9	-0.8	-0.7	7.2	0.7	1.5	4.7	0.6	-1.5	0.0
TAAR1 antagonist	-9	-2	36	11	-10	13	-9	2	4	3
M1 PAM	15	5	3	0	7	-1	-9	8	0	2
M1 antag	-20	-5	-3	-3	-5	-2	8	-8	-5	15
OXTR potentiator	7	-10	-16	-3	-7	-4	-13	-4	1	-10
CHRM1 agonist	-3	-4	-2	-3	-2	-5	-6	-3	-5	4

(11) COc1ccccc1N(CC(O)CN1CCC(C)CC1)S(=O)(=O)c1ccccc1 (stereo not given)
(12) CCc1nc(Nc2ccccc2)c2nnn(Cc3ccccc3)c2n1
(13) Cc1ccccc1NC(=O)C1CC(=O)OC12CCOC(C)(C)C2 (stereo not given)
(14) CC(=O)Oc1ccc2oc(=O)c3c(c2c1)CCCN3C(=O)CN1CCOCC1
(15) CCOc1ccc(-n2ccc(=O)c(C(=O)O)n2)cc1
(16) O=C1c2ccccc2[C@@H]2C[C@@H](O)[C@H](Nc3cccc(C(F)(F)F)c3)CCN12
(17) O=C(N/N=C/c1ccc(Cl)cc1)Nc1ccccc1
(18) COCCCNC(=O)c1ccc(-c2nc3ccccc3nc2-c2ccccc2)cc1
(19) COc1ccc(C(=O)CCC(=O)NCCc2c[nH]c3ccccc23)cc1OC
(20) C=C(C)CSC1=C(C#N)C(c2ccccc2)CC(=O)N1 (stereo not given)
compound no.	11	12	13	14	15	16	17	18	19	20
TAAR1 ag	-1	7	0	2	-1	5	21	5	6	-1
CHO parental Ca	-24	-23	13	-25	5	-15	-19	-21	0	-4
V1aR counter	-0.5	-0.5	-0.5	0.4	0.5	·	-1.4	-1.5	1.9	1.0
OXTR ag	0.9	-0.6	-0.3	0.9	0.6	·	2.3	-4.5	2.6	-0.2
TAAR1 antagonist	-11	-9	7	-4	12	21	30	28	16	2
M1 PAM	0	0	3	9	7	2	5	1	-2	1
M1 antag	4	-4	0	-9	-11	-6	1	3	4	-5
OXTR potentiator	-4	-13	-7	-20	-6	·	-14	1	-11	-1
CHRM1 agonist	-8	-2	-1	-2	-3	0	1	-3	-1	-11

From compound 14 as far as 17, as listed above:
(14) CC(=O)Oc1ccc2oc(=O)c3c(c2c1)CCCN3C(=O)CN1CCOCC1
(15) CCOc1ccc(-n2ccc(=O)c(C(=O)O)n2)cc1
(16) O=C1c2ccccc2[C@@H]2C[C@@H](O)[C@H](Nc3cccc(C(F)(F)F)c3)CCN12
(17) O=C(N/N=C/c1ccc(Cl)cc1)Nc1ccccc1
compound no.	14	15	16	17
TAAR1 ag	2	-1	5	21
CHO parental Ca	-25	5	-15	-19
V1aR counter	0.4	0.5	·	-1.4
OXTR ag	0.9	0.6	·	2.3
TAAR1 antagonist	-4	12	21	30
M1 PAM	9	7	2	5
M1 antag	-9	-11	-6	1
OXTR potentiator	-20	-6	·	-14
CHRM1 agonist	-2	-3	0	1

(listing goes on)
(21) Cc1ccc(C(=O)CCC(=O)OCC(=O)Nc2cc(S(=O)(=O)N(C)C)ccc2C)cc1
(22) Cc1cccc(N(C)c2ncnc3onc(-c4ccc(F)cc4)c23)c1C
(23) CCOC(=O)C1=C(C)C2C3C(=O)N(c4ccc(C)cc4C)C(=O)C3C1(C)C1C(=O)N(c3ccc(C)cc3C)C(=O)C21 (stereo not given)
(24) Nc1c(C(=O)Nc2ccc(S(=O)(=O)N3CCCC3)cc2)sc2nc3cc4c(cc3cc12)CCC4
(25) O=C(Nc1ccc2c(c1)CCC2)C1CCN(c2c3c(nc4ncnn24)CCC3)CC1
(26) CC(C)c1ccc(N(CC(=O)Nc2ccc(S(=O)(=O)N3CCOCC3)cc2)S(C)(=O)=O)cc1
(27) O=C(CNC(=O)c1ccccc1)Sc1ccccc1
(28) Cc1cc(C)cc(NC(=O)CSc2nnc(CNC(=O)c3ccco3)n2C)c1
(29) CC1(C)Cc2c(sc(NC(=O)c3ccco3)c2C(=O)O)CO1
(30) CCC(C)Sc1nc2c(c(=O)[nH]1)C(c1cccs1)C1=C(CCCC1=O)N2 (stereo not given)
compound no.	21	22	23	24	25	26	27	28	29	30
TAAR1 ag	-1	5	-1	-1	13	15	6	-2	4	2
CHO parental Ca	·	-26	-13	4	-28	5	·	-9	-8	-3
V1aR counter	·	-1.2	0.0	3.8	3.5	2.7	·	0.7	-0.7	0.1
OXTR ag	·	-2.2	-0.3	4.1	-0.8	1.9	·	-0.7	-1.4	0.5
TAAR1 antagonist	-4	5	-16	-13	-14	27	-15	-1	-9	-27
M1 PAM	8	4	8	0	3	-1	2	6	4	10
M1 antag	-12	-4	-9	1	-2	4	-1	-8	-9	-7
OXTR potentiator	·	1	-14	-8	-5	-24	·	1	1	1
CHRM1 agonist	-5	-10	-3	0	-5	-2	0	-2	-4	-4

(31) COCCNC(=S)N1CCC2CC1c1cc(-c3ccc4c(c3)OCO4)ccc12 (stereo not given)
(32) CCn1cc(C(=O)NCCCN2CCCC(C)C2)c(=O)c2cc(S(=O)(=O)N(C)C3CCCCC3)ccc21 (stereo not given)
(33) O=C(Nc1ccccc1-c1ccccc1)c1cc(C(F)(F)F)cc(C(F)(F)F)c1
(34) COc1ccccc1NC(=O)c1ccc(-n2ccnc2)c([N+](=O)[O-])c1
(35) CCOc1ccc(C(C)=O)cc1CSC(=N)N
(36) CN(C)c1ccc(C(C(=O)NCc2ccccc2)N(Cc2cccnc2)C(=O)c2snc(C(N)=O)c2N)cc1 (stereo not given)
(37) COc1ccc(S(=O)(=O)N2CCOCC2)cc1NC(=O)CN1CCCC1
(38) Nc1c(-c2cccc(Cl)c2)cnn1-c1cccc(C(F)(F)F)c1
(39) COc1ccc(-c2csc(Nc3cccc(C)n3)n2)cc1OC
(40) COc1ccc(N(C(=O)c2snc(C(N)=O)c2N)C(C(=O)NC2CCCC2)c2ccc(C)o2)c(OC)c1 (stereo not given)
compound no.	31	32	33	34	35	36	37	38	39	40
TAAR1 ag	0	0	-2	5	12	17	2	7	0	-3
CHO parental Ca	·	-21	-15	-2	-9	·	11	-13	·	-26
V1aR counter	·	0.2	-1.3	2.3	0.6	·	-0.4	-1.1	·	-0.6
OXTR ag	·	-1.3	-2.9	0.5	-0.1	·	1.2	-0.9	·	-1.1
TAAR1 antagonist	24	-31	-12	-4	-6	56*	-13	33	-1	-6
M1 PAM	-8	-11	3	-5	8	-8	6	-24	6	-1
M1 antag	2	13	2	10	-3	14	2	16	-14	7
OXTR potentiator	·	-2	1	-16	-11	·	-12	-3	·	-3
CHRM1 agonist	-5	-6	-4	-1	-14	-7	-6	-6	2	-4

(41) CC(=O)Nc1cccc(NC(=O)c2c(-c3ccccc3)noc2C)c1
(42) COc1ccc(-c2ccc(C(C)=O)cc2)cc1[C@H]1[C@H]2C=CC[C@@H](C)[C@@H]2C(=O)N1Cc1ccccc1
(43) CN(c1ccccc1)S(=O)(=O)c1cc(C(=O)c2nccn2C)ccc1Cl
(44) Cn1nc(C(=O)Nc2ccc(S(=O)(=O)N3CCOCC3)cc2)c2ccccc2c1=O
(45) COc1ccc(Cc2nnc(NC(=O)C3CCN(C(=O)c4ccco4)CC3)s2)cc1
(46) COc1ccc(C(=O)CN2C(=O)c3ccccc3C2=O)c(OC)c1C
(47) CC(=O)Nc1ccc(NC(=O)Nc2cccc(Cl)c2)cc1
(48) CCN(CC)S(=O)(=O)c1ccc(C(=O)NC(=S)N(CCO)Cc2ccccc2)cc1
(49) O=C(CSc1cccc[n+]1[O-])Nc1ccccc1Oc1ccccc1
(50) Cc1cc(C)cc(N(C(C)C(=O)N2CCOCC2)S(C)(=O)=O)c1 (stereo not given)
compound no.	41	42	43	44	45	46	47	48	49	50
TAAR1 ag	3	7	15	6	2	·	40*	3	3	2
CHO parental Ca	-10	-26	-24	-10	-19	-10	-5	-14	-4	-14
V1aR counter	0.3	-0.4	0.9	-0.4	4.3	-1.4	0.1	2.0	0.7	0.4
OXTR ag	0.8	-1.4	1.9	0.5	3.5	-1.7	0.5	0.3	-0.6	0.7
TAAR1 antagonist	10	-36	48	-24	-2	·	14	-9	-22	6
M1 PAM	-3	-6	-6	9	4	4	10	2	9	-7
M1 antag	17	11	3	-10	-2	-11	-12	-9	-4	12
OXTR potentiator	-1	-11	-9	-1	0	-3	-9	-7	0	-3
CHRM1 agonist	-1	-4	-4	-5	-1	-3	-1	-3	-1	-4

(51) Cc1nnc(NC(=O)CSc2nnc(Cc3cccn3C)n2-c2cccc(C)c2C)s1
(52) Cc1ccc(SCCC(=O)OC(C(=O)NC(N)=O)C(C)C)cc1 (stereo not given)
(53) CCC(C(=O)Nc1cnccn1)c1ccccc1 (stereo not given)
(54) O=c1oc2ccccc2c(N2CCOCC2)c1[N+](=O)[O-]
compound no.	51	52	53	54
TAAR1 ag	·	1	1	23
CHO parental Ca	-11	0	-5	5
V1aR counter	0.7	-0.8	0.3	0.3
OXTR ag	0.1	-1.9	0.8	1.1
TAAR1 antagonist	·	-20	16	-19
M1 PAM	·	7	4	2
M1 antag	·	-3	-1	-6
OXTR potentiator	-5	-21	-4	-3
CHRM1 agonist	·	-5	-4	-3
